# Hep lipid drop = hepatic lipid droplet formation modulation. AML12 mouse hepatocytes, oleate lipid droplets, BODIPY imaging. inhibition, % at 6.5 µM. actives 0.4% (n = 240,000);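 active = lipid droplet intensity inhibited by at least 50%, with more than 500 cells counted; inconclusive = wells with under 300 cells, treated as cytotoxic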
#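 Assay system: AML12 hepatocytes (mouse) / Also added: 100 µM oleic acid challenge / Times: overnight treatment with compound plus oleate / Detection: high-content imaging of BODIPY-stained droplets and DAPI nuclei / Evaluation: % inhibition of lipid droplet signal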
# MgcRacGAP inhibition = MgcRacGAP GTPase-activating activity inhibitors, confirmation, biochemical, ADP Hunter fluorescence | MgcRacGAP-stimulated Rac1 GTP hydrolysis, ADP Hunter fluorescence; higher % means a stronger effect; GST-tagged Rac1 F28L mutant substrate | inhibition, % at 30 µM, or IC50 in µM where a hit was titrated | actives 0.6% (n = 340,000) | AID 624330;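 active = first-screen hits whose inhibition reached a set limit at any dose in the follow-up dose series; inconclusive = inhibition above the set first-screen limit but never retested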;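 also: fluorescence reports GDP produced by GAP-driven GTP hydrolysis; strong numbers were not always called active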
# T cell modulator = T cell immune modulation candidate; actives 0.068% (n = 330,000); 2C CD8+ T cell-vesicle binding, flow cytometry; stronger effect = lower value; calls only at 7 µM;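 active = response, share of CD8 T cells binding vesicles, and their 90th percentile fluorescence all below set limits, cut at about 80% in these data, passing the limit was not always enough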
#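 Read-out – percent CD8+ FL2 mean versus row control · System – murine 2C transgenic CD8+ T lymphocytes · Times – 1.5 h cell–vesicle binding at 37 °C, then 20 min icy labelling · Control set – naked vesicles low, QL9 vesicles with vehicle high · Detection – cytometric PE anti-B7-1 and Alexa647 anti-CD8 signals after 1% paraformaldehyde fixation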
# SV40 large T antigen = TAg ATPase/helicase activity blockers – biochemical (AID 1903). SV40 large T antigen ATPase/helicase inhibition assay; higher % means a stronger effect. one-dose inhibition, % at 20 µM; IC50 in µM for titrated hits. actives 0.39% (n = 310,000); in the data active = a potency from the dose series; inconclusive = inhibition mostly from about 32% at the one dose, without a potency; inactive = the rest, 99 in 100 with inhibition below about 32%; also: strong numbers were not always called active
# NTR1 agonist = agonists of NTR1, primary screen, imaging, U2OS cells, beta-arrestin-GFP, high content (AID 493036). activation, % at 20 µM. P30989. NTR1-U2OS beta-arrestin-GFP spot imaging, agonist mode. actives 0.17% (n = 330,000);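 active = activation at or above 40% of the spot to cytoplasm intensity ratio, with at least 20 cells analyzed; inconclusive = wells under 20 cells, flagged as cytotoxic or low count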;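 also: 0% = DMSO without peptide and 100% = 100 nM NTR1 peptide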
# Target sequence (P30989 whole entry, looked up): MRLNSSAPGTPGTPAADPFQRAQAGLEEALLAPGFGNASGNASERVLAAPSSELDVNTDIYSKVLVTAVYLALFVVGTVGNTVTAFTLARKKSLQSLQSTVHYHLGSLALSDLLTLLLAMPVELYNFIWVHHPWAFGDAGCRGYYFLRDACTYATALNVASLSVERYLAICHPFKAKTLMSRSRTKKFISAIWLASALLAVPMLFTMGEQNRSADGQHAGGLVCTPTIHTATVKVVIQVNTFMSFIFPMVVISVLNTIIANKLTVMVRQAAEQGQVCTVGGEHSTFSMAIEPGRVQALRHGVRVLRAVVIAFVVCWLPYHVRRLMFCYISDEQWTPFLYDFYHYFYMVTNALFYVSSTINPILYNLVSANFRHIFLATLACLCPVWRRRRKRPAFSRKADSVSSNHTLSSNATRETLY
# GPR55 antagonists = GPR55 antagonists blocking LPI-driven arrestin recruitment, primary screen, imaging, U2OS, beta-arrestin-GFP, LPI agonist (AID 2013); U2OS GPR55 beta-arrestin-GFP translocation imaging, LPI antagonism; higher % means a stronger effect; actives 0.13% (n = 290,000); inhibition, % at 10 µM; hits with a dose series show IC50 in µM;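 active = spots per cell inhibited over 60%, with over 100 cells counted and total cytoplasm intensity under 500,000; inconclusive = wells with under 100 cells, flagged as likely toxic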;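 also: U2OS cells stably carrying GPR55 and arrestin-GFP stimulated by 5 µM LPI near EC80; imaged beta-arrestin-GFP aggregate spots per cell after agonist stimulation; plate controls were LPI-stimulated DMSO wells for no effect and DMSO wells without LPI for full effect; some results filed as inactive read as strong as hits; confirmed hits need IC50 under 10 µM and bright autofluorescent wells are also inconclusive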
# GPR35 antagonists = inhibition of zaprinast-stimulated GPR35 beta-arrestin translocation – imaging, U2OS, beta-arrestin-GFP, zaprinast agonist, primary screen (AID 2058). inhibition, % at 10 µM; hits with a dose series show IC50 in µM. actives 0.052% (n = 290,000). U2OS GPR35 beta-arrestin-GFP translocation imaging, zaprinast antagonism; higher % means a stronger effect;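 active = inhibition of at least 50% with at least 30 cells and total cytoplasm GFP at most 10,000,000; inconclusive = under 30 cells or total GFP of 10,000,000 plus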
# GPR55 beta-arrestin = GPR55 agonists via beta-arrestin recruitment, primary screen, imaging, U2OS cells, beta-arrestin-GFP redistribution (AID 1961); actives 0.048% (n = 290,000); activation, % at 10 µM; hits with a dose series show EC50 in µM; U2OS GPR55 beta-arrestin-GFP redistribution imaging; higher % means a stronger effect;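 active = activation above 40% with more than 50 cells counted in the well; inconclusive = wells holding fewer than 50 cells, flagged as toxic or sparse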;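 also: U2OS osteosarcoma cells stably expressing GPR55 and beta-arrestin-GFP; plate controls were DMSO negative control for no effect and LPI positive control for full effect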
# LYP phosphatase = inhibitors of LYP phosphatase, biochemical, fluorescence intensity, uHTS (AID 1779); actives 0.054% (n = 290,000); inhibition, % at 11.5 µM, or IC50 in µM where a hit was titrated; recombinant LYP phosphatase, fluorescence intensity; higher % means a stronger effect; in the data active = inhibition above about 50%;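 also: plate controls were vehicle with enzyme for no effect and no enzyme for full effect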
# Hep lipid drop cells 6.5 µM = recorded beside Hep lipid drop, whose call it bears; cell count; measured here: cell count, cytotoxicity flag;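 cells counted across two imaged fields per well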
# T cell modulator vesicle-bound % = also measured in T cell modulator; calls as there; double positive events, %; measured here: CD8+ vesicle-bound cell fraction;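 binding gate set so that unloaded-vesicle control wells show 10% double positive cells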
# NTR1 agonist cell count 20 µM = second read-out of NTR1 agonist, no call of its own (marks repeat the call); cell count; measured here: cell count, cytotoxicity flag
# An asterisk follows results filed as active; i = inactive; u = inconclusive; x = no result given.
SMILES,Hep lipid drop,Hep lipid drop cells 6.5 µM,MgcRacGAP inhibition,T cell modulator,T cell modulator vesicle-bound %,SV40 large T antigen,NTR1 agonist,NTR1 agonist cell count 20 µM,GPR55 antagonists,GPR35 antagonists,GPR55 beta-arrestin,LYP phosphatase
CCc1cccc(C)c1NC(=O)C(c1ccccc1)N1CCC1=O (stereo not given),x,x,6%,i,38,2%,-1.0,87,28%,-4%,-0.1%,3%
COc1ccc(CNC(=O)C(C#N)c2nc3ccccc3nc2N2CCN(C)CC2)cc1 (stereo not given),-2,791,20%,i,23,9%,1.4,31,32%,1%,0.0%,-1%
Cc1cc(NC(=O)CSCc2ccc([N+](=O)[O-])cc2)no1,-11,681,6%,i,52,4%,-0.3,65,1%,-7%,-0.1%,-4%
CCC(C)[C@H]1CNC(=S)N1CCC12CC3CC(CC(C3)C1)C2 (stereo not given in full),1,726,6%,i,26,2%,29,87,-2%,22%,-0.1%,-4%
CCOC(=O)N1CCN(Cc2c(O)ccc3ccccc23)CC1,4,827,17%,i,31,8%,0.1,98,9%,14%,0.0%,-5%
COCCn1c(=O)[nH]c2cc(C(=O)NCc3ccccc3)ccc2c1=O,-10,754,6%,i,17,25%,-1.6,78,10%,-1%,-0.1%,3%
COc1cc(N2CCCC2)c(OC)cc1/C=C(/C#N)c1ccc(F)cc1,50*,729*,10%,i,43,15%,1.4,40,10%,12%,1.0%,7%
COCCNC(=O)Cn1c(=O)oc2cc(S(=O)(=O)N3CC(C)CC(C)C3)ccc21 (stereo not given),-7,685,7%,i,9,7%,-0.2,60,6%,0%,0.0%,-11%
CC(=O)Nc1ccc(CN2CCCC(CO)(Cc3cccc(Cl)c3)C2)cc1 (stereo not given),2,636,7%,i,18,5%,-1.4,66,-4%,-7%,-0.3%,-2%
CCOC(=O)C1CCN(C(=O)CN(c2ccc(Cl)c(C(F)(F)F)c2)S(C)(=O)=O)CC1,1,770,8%,i,29,7%,2.1,45,0%,-6%,0.0%,1%
N=C1S/C(=C\c2ccc(O)cc2)C(=O)N1c1ccc(F)cc1,3,646,17%,i,40,11%,2.0,87,5%,-1%,0.7%,-3%
c1ccc(Cc2nnc(Sc3ccccc3)c3ccccc23)cc1,x,x,10%,x,x,16%,19,68,9%,4%,0.2%,-2%

# Single values from the list.
# For GPR55 beta-arrestin, `CCOC(=O)C1CCN(C(=O)CN(c2ccc(Cl)c(C(F)(F)F)c2)S(C)(=O)=O)CC1` shows 0.0%
# For T cell modulator vesicle-bound %, `CCOC(=O)N1CCN(Cc2c(O)ccc3ccccc23)CC1` shows 31
# For Hep lipid drop, `CCC(C)[C@H]1CNC(=S)N1CCC12CC3CC(CC(C3)C1)C2` (stereo not given in full) shows 1
# For GPR35 antagonists, `COc1cc(N2CCCC2)c(OC)cc1/C=C(/C#N)c1ccc(F)cc1` shows 12%
# For GPR55 beta-arrestin, `Cc1cc(NC(=O)CSCc2ccc([N+](=O)[O-])cc2)no1` shows -0.1%
# For SV40 large T antigen, `CCc1cccc(C)c1NC(=O)C(c1ccccc1)N1CCC1=O` (stereo not given) shows 2%
# For Hep lipid drop cells 6.5 µM, `COCCn1c(=O)[nH]c2cc(C(=O)NCc3ccccc3)ccc2c1=O` shows 754

# Two entries picked at random from the list so far:
SMILES,Hep lipid drop,Hep lipid drop cells 6.5 µM,MgcRacGAP inhibition,T cell modulator,T cell modulator vesicle-bound %,SV40 large T antigen,NTR1 agonist,NTR1 agonist cell count 20 µM,GPR55 antagonists,GPR35 antagonists,GPR55 beta-arrestin,LYP phosphatase
CCOC(=O)C1CCN(C(=O)CN(c2ccc(Cl)c(C(F)(F)F)c2)S(C)(=O)=O)CC1,1,770,8%,i,29,7%,2.1,45,0%,-6%,0.0%,1%
CC(=O)Nc1ccc(CN2CCCC(CO)(Cc3cccc(Cl)c3)C2)cc1 (stereo not given),2,636,7%,i,18,5%,-1.4,66,-4%,-7%,-0.3%,-2%

# New compounds follow.
SMILES,Hep lipid drop,Hep lipid drop cells 6.5 µM,MgcRacGAP inhibition,T cell modulator,T cell modulator vesicle-bound %,SV40 large T antigen,NTR1 agonist,NTR1 agonist cell count 20 µM,GPR55 antagonists,GPR35 antagonists,GPR55 beta-arrestin,LYP phosphatase
Cc1nc(CS(=O)c2ccccc2)cc(N2CCOCC2)n1 (stereo not given),x,x,9%,i,40,-16%,0.7,71,9%,5%,-0.2%,-6%
COC(=O)N/N=C/c1cn(CCOc2cccc(OC)c2)c2ccccc12,-11,837,8%,i,9,6%,1.9,81,-4%,-11%,0.0%,0%
O=C(CCc1nc(-c2ccccc2)no1)NCc1cccnc1,4,771,5%,i,48,8%,-0.6,82,10%,-7%,0.0%,-2%
CC(=O)Nc1ccc(NC(=O)Cc2sc(-c3cccnc3)nc2-c2ccc(C)cc2)cc1,2,644,8%,i,1,1%,1.0,51,2%,-6%,1.1%,-4%
O=c1[nH]c(Cc2ccccn2)nc2scc(-c3ccc(Cl)cc3)c12,-3,680,5%,i,46,20%,1.4,90,2%,-3%,0.2%,-4%
Cc1cccc(N(C(=O)c2sc(C)nc2C)C(C(=O)NCc2ccco2)c2ccccc2)c1 (stereo not given),-8,622,7%,i,30,14%,1.8,49,11%,3%,0.0%,-4%
CCOc1ccc(S(=O)(=O)NCc2cccnc2)cc1C(C)C,-12,812,8%,i,23,2%,0.1,63,1%,-6%,0.0%,-9%
CCC(C(=O)NCCCN1CCCCCC1)n1nc(C)c2sc3ccccc3c2c1=O (stereo not given),41,818,-7%,i,4,3%,-0.8,52,7%,9%,0.3%,-7%
COc1ccc(C(=O)NC(=S)N2CCC(C)CC2)cc1,0,729,7%,i,51,2%,-1.6,84,0%,46%,-0.1%,-10%
Fc1cnc(N2CCN(c3ccccc3)CC2)nc1N1CCN(c2ccccc2)CC1,42,745,9%,i,12,1%,3.4,67,9%,14%,-0.2%,1%
Cc1ccc(-c2cc(C(=O)NCc3cn(C)nc3C)c3cc(Br)ccc3n2)cc1,-22,529,12%,i,29,8%,x,x,2%,-7%,0.9%,-6%
CCN(CC)CCNC(=S)Nc1ccc2nc(N3CCCC3)cc(C)c2c1,1,718,16%,i,47,1%,-1.2,94,17%,-12%,-0.4%,0%
Cn1c(=O)c2[nH]c(-c3ccccc3)c(O)c2n(C)c1=O,0,660,10%,i,10,30%,0.2,53,2%,3%,-0.2%,-2%
CCCNC(=O)N1CCN(C(=O)NCCC)CC1,1,752,4%,i,59,11%,0.1,63,-4%,8%,-0.1%,-11%
CCn1c(/C=N/NC(=O)c2ccc(OC)cc2)nc2ccccc21,2,737,5%,i,40,28%,6.6,56,-1%,5%,0.8%,2%
O=C(O)CCN1CCN(S(=O)(=O)c2ccc3ccccc3c2)CC1,1,823,11%,i,40,18%,0.1,67,3%,-17%,0.3%,-6%
COc1ccccc1CNS(=O)(=O)CCNC(=O)c1ccccc1,x,x,5%,i,42,16%,0.7,54,x,x,x,x
O=C(Cc1ccccc1)NCC(=O)Nc1ccc(OC(F)(F)F)cc1,15,802,-2%,i,30,8%,-2.4,46,-3%,8%,-0.2%,-10%
Cc1cc(C(=O)CCC(=O)Nc2ncccc2C)c(C)s1,x,x,7%,i,17,18%,-0.3,59,x,x,x,x
COC(=O)c1ccc(NC(=S)Nc2ccc(O)cc2)cc1,0,711,43µM*,i,50,u,-1.6,41,1%,-13%,0.2%,4%
S=C1NCCOCCOCCNC(=S)N2CCOCCOCCN1CCOCCOCC2,-5,730,2%,i,46,5%,0.0,55,-2%,-6%,0.5%,-5%
C[C@@H](C(=O)Nc1ccc2ccccc2c1)[C@@H]1C[C@@]1(C)[C@@H](NC(=O)OCc1ccccc1)c1ccccc1,-1,773,2%,i,4,0%,-6.1,50,7%,5%,-0.2%,-7%
COc1ccccc1-n1c(SCC(=O)N2CCOCC2)nc2cccnc21,24,639,2%,i,22,-1%,0.4,46,-10%,11%,-0.1%,-8%
CCCn1c(C2CCCN2c2nc(-c3cccc(Br)c3)cs2)nc2ccccc21 (stereo not given),x,x,1%,i,20,23%,6.2,69,-5%,4%,0.4%,-12%
COc1ccccc1NC(=O)CSc1nnc2ccc(-c3ccccn3)nn12,x,x,4%,i,38,3%,2.1,58,x,x,x,x
CCOC(=O)Cc1c(C)nc2c(-c3ccc(Cl)cc3)cnn2c1C,-30,648,10%,i,48,19%,6.1,46,4%,0%,0.8%,3%
O=C(N/N=C/c1cccc2nccnc12)c1ccccc1O,27,777,13%,i,30,12%,-0.9,52,0%,-7%,0.3%,-3%
O=C(NCc1ccccc1)c1cccnc1N1CCOCC1,-2,731,9%,i,18,14%,-0.2,41,5%,-16%,-0.1%,2%
O=C(NCCN1CCOCC1)c1cc2ccccc2o1,0,741,5%,i,31,8%,0.5,99,-2%,7%,0.3%,-6%
O=C(O)CC1(CC(=O)NCc2ccc(F)cc2)CCCCC1,-7,783,6%,i,49,11%,0.5,82,9%,-5%,0.0%,-6%
C#CCOCCOCCOCCNc1nc(N2CCN(C(=O)CCCCCCCCCCNC(=O)[C@H](CCCCN)n3cc(CCO)nn3)CC2)nc(N2CCN(C(=O)CCCCCCCCCCNC(=O)[C@H](CCCCN)n3cc(CCO)nn3)CC2)n1,x,x,u,i,38,8%,7.9,101,x,x,x,x
COc1ccc(N(CC(=O)Nc2ccc3c(c2)OCCO3)S(C)(=O)=O)c(OC)c1,x,x,10%,i,46,6%,-2.2,64,-4%,-10%,-0.1%,-12%
CN(C)c1ccc(/C=N/NC(=O)c2ccccc2Cl)cc1,-25,517,9%,i,57,9%,-1.0,89,12%,-4%,2.6%,-2%
COc1ccccc1CCNC(=O)CNC(=O)Cc1cccc2ccccc12,21,788,-5%,i,32,15%,1.5,55,-1%,3%,-0.2%,3%
O=C1/C(=C/c2ccc(F)cc2)SC(=S)N1NS(=O)(=O)c1ccccc1,-1,854,0%,i,48,27%,0.6,80,12%,-13%,0.0%,2%

# High-throughput results deposited in PubChem by several laboratories.
